# From PubChem
# TNAP inh hi DEA – blocks human TNAP under high phosphate acceptor concentration. P05186. purified TNAP, CDP-star luminescence, 1 M DEA. inhibition, % at 20 µM. 0.03% of 200,000 active;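 active means over 50% inhibition of tissue-nonspecific alkaline phosphatase at 20 µM in the single-dose screen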;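 further: plate controls were DMSO wells for no effect and EDTA-quenched wells as full inhibition for full effect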
# Target sequence (P05186 whole entry, looked up): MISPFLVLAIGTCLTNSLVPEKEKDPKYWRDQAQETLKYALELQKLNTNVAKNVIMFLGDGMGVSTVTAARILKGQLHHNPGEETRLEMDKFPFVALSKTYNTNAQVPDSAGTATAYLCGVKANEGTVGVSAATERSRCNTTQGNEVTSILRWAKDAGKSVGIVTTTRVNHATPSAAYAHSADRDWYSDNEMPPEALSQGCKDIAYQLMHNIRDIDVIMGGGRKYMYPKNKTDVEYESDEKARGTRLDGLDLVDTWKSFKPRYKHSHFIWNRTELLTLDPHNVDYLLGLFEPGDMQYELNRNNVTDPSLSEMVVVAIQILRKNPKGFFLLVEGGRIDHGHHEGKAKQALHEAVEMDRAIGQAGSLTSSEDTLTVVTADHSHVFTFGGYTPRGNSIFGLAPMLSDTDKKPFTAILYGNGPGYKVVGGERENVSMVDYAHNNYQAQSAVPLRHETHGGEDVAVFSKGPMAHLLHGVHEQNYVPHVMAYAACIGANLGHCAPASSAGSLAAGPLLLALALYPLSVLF
# PMI act hi M6P – increases human PMI activity with near-saturating mannose 6-phosphate; AID 1216; activation factor at 20 µM; coupled PMI enzyme assay, resazurin fluorescence, 20 min; hits give high values; 1 = untreated enzyme, 0 = substrate-free blank; 0.34% of 190,000 active;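 active means activation factor of 2 or more at 20 µM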
#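 test system = human PMI in coupled enzyme assay | medium = HEPES-buffered pH 7.4 with magnesium and detergent | also added = 1.0 mM mannose-6-phosphate substrate with 0.22 mM NADP+ | compound = 20 µM single dose | times = 20 min incubation at room temperature | measured by = resorufin fluorescence (Ex 544/Em 590 nm) from resazurin via diaphorase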
# bIAP act – intestinal alkaline phosphatase (bovine) activation | purified bovine IAP, CDP-star luminescence, 30 min; hits give high values; fold of DMSO-control signal, blank-subtracted | activation factor at 20 µM | 0.17% of 200,000 active | AID 1016;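 active means activation factor of 2 or more at 20 µM, a signal rise over negative controls twice the positive control's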
# PMI activator – increases human mannose-6-phosphate isomerase activity; P34949; purified human PMI, coupled resazurin fluorescence, 20 min; hits give high values; 1 = vehicle control, 0 substrate-free wells; activation factor at 20 µM; 0.005% of 190,000 active;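 active means activation factor of 2 or more at 20 µM, relative to plate controls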
# TNAP act hi DEA – TNAP (human) activation, high acceptor. 200,000 tested, under 10 active. activation factor at 20 µM. AID 1136. purified TNAP, CDP-star luminescence, 1 M DEA, 30 min; hits give high values; 0 = EDTA background, 1 = DMSO-only activity. P05186;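 active means activation factor at least 2 at 20 µM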
#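 Dosing: 20 µM single point. System: human TNAP. Amount: TNAP 1/800 final. Incubation: 30 min, room temperature. Read-out: TNAP activation factor scaled between EDTA and DMSO control wells. Signal: luminescence from CDP-star hydrolysis. Medium: 1 M DEA, pH 9.8, Mg2+, Zn2+. Control set: EDTA negative control, DMSO positive control.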
# FLuc inh counter – Photinus pyralis luciferase inhibition counter-screen; ATPLite firefly luciferase biochemical luminescence, 10 min; inhibition, % at 10 µM; 1.5% of 200,000 active; P08659;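 active means inhibition above about 50% when tested at 10 µM, limit read from the data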
# Target sequence (P08659 whole entry, looked up): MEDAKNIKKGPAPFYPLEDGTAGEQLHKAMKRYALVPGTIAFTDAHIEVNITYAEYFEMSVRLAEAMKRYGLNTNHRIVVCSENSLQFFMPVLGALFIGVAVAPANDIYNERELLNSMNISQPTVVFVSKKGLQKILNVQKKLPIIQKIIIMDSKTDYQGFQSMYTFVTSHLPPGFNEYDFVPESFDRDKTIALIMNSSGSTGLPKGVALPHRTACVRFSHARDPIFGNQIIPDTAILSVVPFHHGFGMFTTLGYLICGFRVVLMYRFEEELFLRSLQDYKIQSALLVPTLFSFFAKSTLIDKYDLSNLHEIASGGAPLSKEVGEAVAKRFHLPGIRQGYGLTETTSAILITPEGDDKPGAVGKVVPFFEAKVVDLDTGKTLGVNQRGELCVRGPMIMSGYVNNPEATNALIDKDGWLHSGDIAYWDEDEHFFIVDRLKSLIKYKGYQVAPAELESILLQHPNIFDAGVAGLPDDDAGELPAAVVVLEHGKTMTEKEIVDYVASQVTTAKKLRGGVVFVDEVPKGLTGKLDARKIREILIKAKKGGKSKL
# NF-kB neuron act – raises NF-kB expression in human neuronal cells; NF-kB reporter expression; hits give high values; fold change at 12.5 µM; 1.6% of 190,000 active; AID 1239; in the data active means fold change above about 3.3
# TNAP inh no acc – blocks human TNAP activity with no phosphate acceptor present. P05186. purified TNAP, CDP-star luminescence, 30 min. inhibition, % at 20 µM. 0.26% of 200,000 active. AID 1012;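 active means tissue-nonspecific alkaline phosphatase inhibition above about 50% at 20 µM in the single-dose screen, limit read from the data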;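 further: 0% = DMSO negative control and 100% = EDTA positive control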
# FLuc stim CS – affects firefly luciferase, flagging false hits in luciferase stimulation screens; P08659; activation factor at 10 µM; 200,000 tested, under 10 active; ATPlite luciferase biochemical, luminescence, 10 min; 0 = ATP-free wells, 1 = DMSO control;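 active means luciferase activation factor, scaled between plate controls, of at least 2 with compound at 10 µM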
#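 assay system = Luciferase/luciferin detection reagent, cell-free biochemical luciferase assay | also added = ATP substrate | times = 10 min post-reagent at room temperature | measured by = luminescence from luciferase reaction | measure = luciferase activation, seen as luminescence increase over controls | benchmarks = low control with PBS replacing ATP, high control enzyme plus ATP without compound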
# APP 5'UTR act – activates APP 5'UTR luciferase reporter; SH-SY5Y APP 5'UTR luciferase reporter, luminescence; zero percent = DMSO vehicle wells; activation, % at 2 µM; 1% of 190,000 active; AID 1276;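 active means activation above a set limit, based on mean plus 3 SD of controls, cut at about 140% in these data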; further: values of inactives mirror those of a sister screen read the other way
# * marks the source's active call; other numbers are inactive results; / = no result given. Hits appear at their usual frequency; any-hit rate near 3.6%.
# Values run as follows: TNAP inh hi DEA	PMI act hi M6P	bIAP act	PMI activator	TNAP act hi DEA	FLuc inh counter	NF-kB neuron act	TNAP inh no acc	FLuc stim CS	APP 5'UTR act
1	Oc1ccc(N=Cc2ccc(O)c(O)c2)cc1
→ 21	0.5	1	0.6	0.8	6	1	21	0.9	-15
2	Cc1onc(-c2ccccc2)c1C(=O)N/N=C/c1ccc([N+](=O)[O-])s1
→ 14	0.9	1	0.9	0.9	-4	0.57	17	1	-5
3	COc1ccc(-n2c(-c3ccc(Br)cc3)c[n+]3c2SC(C)C3)cc1 (stereo not drawn)
→ -7	1	1.2	1	1.1	-9	0.78	-13	1.1	37
4	Cn1c(SCC(=O)c2ccc3c(c2)OCO3)nnc1-c1ccccn1
→ -5	1	1	1.1	1	-4	1.3	-1	1	-2
5	O=S(=O)(c1ccccc1)c1nc(-c2ccco2)oc1NCCCN1CCOCC1
→ 1	1.1	0.9	0.9	1	4	0.99	-2	1	0
6	CC(=O)Nc1ccc(NC(=O)CN(C)CC(=O)Nc2ccccc2Br)cc1
→ 3	1.1	1.1	1.1	1	-6	0.98	-8	1.1	21
7	Cn1c(SCC(=O)Nc2ccccc2F)nnc1-c1cccnc1
→ -2	0.9	1	0.9	1	-5	1.1	-14	1	5
8	Cc1cc(=O)oc(C)c1C(=O)Nc1cccc2ccccc12
→ -2	1	1	0.9	1	-3	1.1	-14	1	-14
9	CC1=Nn2c(nnc2-c2ccc(F)cc2)SC1
→ 1	0.9	1	0.9	1	-2	0.99	-9	1	-4
10	CC(C(=O)Nc1sc2c(c1C(=O)NCC1CCCO1)CCC2)N1C(=O)c2ccccc2C1=O (stereo not drawn)
→ -4	0.8	1	0.7	1	0	0.94	-15	1	8
11	Cc1c(Nc2ccc3nonc3c2[N+](=O)[O-])c(=O)n(-c2ccccc2)n1C
→ 11	1	0.6	1.1	0.9	-4	0.97	3	1	11
12	O=S(=O)(NC1CCCCC1)c1ccc(-c2csnn2)s1
→ -4	1	0.7	0.9	1	-6	0.95	-10	1.1	7
13	N#CCCN1CCN(S(=O)(=O)c2ccc(S(=O)(=O)NCc3ccccc3)cc2)CC1
→ -4	1	0.8	1	1	-12	1.1	6	1.1	32
14	CCn1c(SC2CCOC2=O)nnc1-c1ccc(Cl)cc1 (stereo not drawn)
→ -7	0.9	1	1	1.1	-6	1	-16	1.1	4
15	Cc1cc(C)cc(C(=O)NN2CCOCC2)c1
→ -4	1	1	0.9	1	-9	1	-40	1.1	0
16	CCOC(=O)C1(CC)NC(c2ccco2)C2C(=O)N(C)C(=O)C21 (stereo not drawn)
→ -6	1.1	0.9	1.1	1.1	-6	0.99	-16	1.1	9
17	CC(=O)Nc1ccc(NC(=O)CSc2nnc(-c3ccccc3)n2Cc2ccc3c(c2)OCO3)cc1
→ -6	1	1.1	1	1.1	-5	0.66	-14	1.1	-2
18	O=C(CCS(=O)(=O)c1ccccc1)NC12CC3CC(CC(C3)C1)C2
→ -3	1	0.9	1	1	0	2.8	-23	1	-3
19	Cc1ccccc1NC(=O)N1CCN(c2ncccn2)CC1
→ -2	0.9	1	0.9	1	-2	1.2	-6	1	-13
20	O=C(NCc1ccccc1)c1cccc(COc2ccccc2Cl)c1
→ -8	1	0.5	0.9	1.1	-6	1.8	-19	1.1	112
21	Nc1ncc2c(n1)-c1cc(Cl)ccc1SC2
→ 2	1	1.1	1	1	-2	0.94	2	1	-3
22	CC(C)CCNC(=O)CCCc1ccccc1
→ -5	1	1.1	0.9	1.1	-5	1.3	-6	1.1	8
23	CCOc1cc(N2CCOCC2)c(OCC)cc1NC(=O)Cc1cccc(OC)c1
→ -3	0.9	1	1	1	-3	1.1	-8	1	-2
24	O=C1c2cccc3c([N+](=O)[O-])ccc(c23)C(=O)N1c1nccs1
→ -4	1.8	0.9	1.5	1	-6	1.6	-10	1.1	-81
25	CCCCOC(=O)c1ccc(NC(=O)c2cnccn2)cc1
→ -4	1	0.9	1	1	3	1.6	-11	1	24
26	O=C(NC(=S)Nc1ccc(S(=O)(=O)Nc2nccs2)cc1)c1ccccc1
→ 3	1	1	0.7	1	-2	0.99	10	1	-12
27	CCOC(=O)Cc1ncccc1C(=O)Nc1ccc(OC(F)(F)F)cc1
→ -3	0.9	0.9	1	1	21	1.4	-2	0.8	13
28	Cc1ccc(N2C(=O)CCC2(C(N)=O)c2ccccc2)cc1 (stereo not drawn)
→ -5	1.1	1	1	1.1	-5	1.5	-11	1	1
29	CCCCSCCCNC(=O)Nc1cccc(OC)c1
→ -6	1	0.8	1	1.1	-4	1.1	-21	1	-21
30	COc1cc(OC)cc(C(=O)N[C@H](C(=O)Nc2ccc3c(c2)OCO3)C(C)C)c1
→ -3	0.9	1	1	1	-3	1.1	4	1	2
31	Cc1nc(C)c(C(=O)C2=C(O)C(=O)N(CCN3CCOCC3)C2c2cccnc2)s1 (stereo not drawn)
→ -6	1.4	1	1.2	1.1	-4	0.97	-10	1	-5
32	COc1ccc(NC(=O)C2CC2)cc1NS(=O)(=O)c1ccc(F)cc1
→ -4	1	1.1	1	1	-4	0.99	-17	1	/
33	COc1ccc(CNC(=O)CCSCc2ccccc2C)cc1
→ -6	0.9	0.9	1	1.1	3	1.1	-10	1	36
34	Cc1cccc(N2C(=O)C3C4CC(C(Br)C4Br)C3C2=O)n1 (stereo not drawn)
→ -8	1.1	0.9	1.1	1.1	-7	1.3	-14	1.1	10
35	CCN1/C(=C2\OC(=S)N(C)C2=O)C=Cc2ccccc21
→ 5	1.1	0.9	1.2	0.9	-1	1.3	14	1	-5
36	O=C(CCCOc1ccccc1)Nc1ccc2c(c1)OCCO2
→ -4	1.1	0.9	1.1	1	-2	1.2	-7	1	4
37	Cc1ccc2c(c1)CCCN2C(=O)c1ccoc1C
→ 0	1	0.9	0.9	1	-2	0.89	-9	1	-17
38	Cc1ccc(-c2ccc(=O)n(CC(=O)N3CCN(c4cccc(C)c4)C(C)C3)n2)cc1 (stereo not drawn)
→ -3	0.9	1	0.9	1	-8	1.1	-2	1.1	-17
39	COc1cccc(CC2(CO)CCCN(Cc3ccc4c(c3)OCCO4)C2)c1 (stereo not drawn)
→ -5	0.9	1	0.9	1	-7	1.1	-3	1.1	-7
40	CC(C)c1nc(N2CCOCC2)c(C#N)c2c1COC(C)(C)C2
→ 0	1	1	1	1	-4	1	-4	1	16
41	CCCN(CCC)S(=O)(=O)c1ccc(N2CCCC2=O)c([N+](=O)[O-])c1
→ 0	1	0.9	1	1	-3	1.2	-17	1	24
42	COCCSc1nnc(NC(=O)C2CCCCC2)s1
→ -7	1	0.9	1	1.1	-4	1.5	-12	1	6
43	O=C(NCCN1CCCC1)c1ccc(Cn2c(=S)[nH]c3cc4c(cc3c2=O)OCO4)cc1
→ -8	1	1	0.8	1.1	-5	0.79	-8	1.1	15
44	O=C(c1cc(-c2cccc(O)c2)on1)N1CCOCC1
→ -4	0.9	0.8	0.9	1	43	3.1	-8	0.6	93
45	NC(=O)c1ccc(C(=O)c2ccc([N+](=O)[O-])cc2)cc1
→ 1	1.1	1	1.1	1	-5	0.95	-18	1	5
46	Cc1c(NC(=O)C2CCN(S(=O)(=O)c3ccccc3)CC2)c(=O)n(-c2ccccc2)n1C
→ -2	1	0.9	0.9	1	-21	1	-2	1.2	21
47	O=C(c1ccco1)N1CCCN(Cc2nc(-c3cccs3)no2)CC1
→ -7	1	1.1	1	1.1	0	0.9	-1	1	16
48	O=C1Nc2ccccc2C1(c1ccccc1)c1ccccc1
→ -8	0.9	0.9	0.8	1.1	-7	0.89	-11	1.1	14
49	COc1ccc2nc(SCC(=O)Nc3ccc4c(c3)OCCO4)[nH]c2c1
→ 1	0.9	1.1	0.9	1	0	0.54	-11	1	30
50	COc1cc(/C=C/C(=O)Nc2cc(S(=O)(=O)N3CCOCC3)ccc2N2CCCC2)cc(OC)c1OC
→ -2	0.8	1.1	0.6	1	-4	1.2	1	1	4
51	CCNC(=S)SCCOc1ccccc1C
→ 8	0.9	0.9	0.9	0.9	2	1	43	1	-4
52	CCCCNC(=O)c1nn2cc(Br)cnc2c1Br
→ 4	1	1	1	1	1	1.3	19	1	1
53	FC(F)(F)c1cc(-c2cccs2)nc(N2CCOCC2)n1
→ -4	1	0.9	0.9	1	-2	0.84	-8	1	15
54	COc1ccc(N(CC(=O)NC2CCCCC2)C(=O)CNC(=O)c2ccco2)cc1
→ -7	1	1	1	1.1	-2	1.2	-10	1	1
55	O=C(CSc1nnc(-c2cccnc2)n1-c1ccc(F)cc1)NCc1ccc2c(c1)OCO2
→ -1	1	1	1	1	-4	1.4	-5	1	-9
56	O=C(NCc1ccccc1)c1ccccc1CO
→ -6	1.2	0.8	1.1	1.1	-5	1.1	-3	1.1	13
57	Cc1ccccc1NC(=O)c1ccc(CN2CCC(Cc3ccccc3)CC2)cc1
→ 0	1	0.9	0.9	1	-5	1.1	-3	1.1	11
58	Clc1cc(Br)ccc1OCCCNCc1ccccc1
→ -6	1.1	0.9	1.2	1.1	-7	1.2	-10	1.1	3
59	COc1ccccc1CNC(=O)c1cn(C)c2ccc(S(=O)(=O)N3CCCC3)cc2c1=O
→ 0	0.9	1.3	0.9	1	1	0.87	38	1	11
60	COc1cc(/C=C/C(=O)OCC(=O)c2c(N)n(C)c(=O)n(C)c2=O)ccc1OCC#N
→ 3	1.1	1.1	1.1	1	-6	1	0	1.1	-5

# (continued)
# Values run as follows: TNAP inh hi DEA	PMI act hi M6P	bIAP act	PMI activator	TNAP act hi DEA	FLuc inh counter	NF-kB neuron act	TNAP inh no acc	FLuc stim CS	APP 5'UTR act
61	Cc1noc(C)c1C(=O)N1CCc2ccccc21
→ -5	1	1	1	1	-7	0.93	-12	1.1	1
62	CC(C)(C)c1nnc(NC(=O)Cc2ccc(Br)cc2)s1
→ -4	0.8	0.9	0.8	1	-4	1.1	-5	1	9
63	Cc1ccc2cc(CN(Cc3cccs3)C(=O)c3ccco3)c3nnnn3c2c1C
→ 0	1	0.8	1	1	5	0.75	-1	1	-7
64	Cc1ccc(NC(=O)CSc2ccc(C(N)=O)cc2[N+](=O)[O-])cc1C
→ -3	0.9	1	1	1	-4	/	-11	1	23
65	CC1CCCCC1NC(=O)CSc1nncs1 (stereo not drawn)
→ -5	1	1	1	1	-2	0.98	-7	1	-16
66	CCCn1nnnc1SCC(=O)Nc1ccc(F)cc1
→ -4	1	0.7	1	1	-6	0.92	-16	1.1	-5
67	COc1ccc(S(=O)(=O)N(C)CC(=O)N2CCN(C)CC2)cc1C
→ -3	1	0.9	1	1	0	0.9	-9	1	12

# Single records, from the list above.
# Cc1ccc2cc(CN(Cc3cccs3)C(=O)c3ccco3)c3nnnn3c2c1C is listed with TNAP inh hi DEA: 0; PMI act hi M6P: 1; bIAP act: 0.8; PMI activator: 1; TNAP act hi DEA: 1; FLuc inh counter: 5; NF-kB neuron act: 0.75; TNAP inh no acc: -1; FLuc stim CS: 1; APP 5'UTR act: -7
# Cc1noc(C)c1C(=O)N1CCc2ccccc21 is listed with TNAP inh hi DEA: -5; PMI act hi M6P: 1; bIAP act: 1; PMI activator: 1; TNAP act hi DEA: 1; FLuc inh counter: -7; NF-kB neuron act: 0.93; TNAP inh no acc: -12; FLuc stim CS: 1.1; APP 5'UTR act: 1
